# S-ASM inh: human S-ASM enzyme inhibition. AID 504937. P17405. 0.006% of 340,000 active. Potency, µM (doses to about 57.5 µM), for inactives: at the top dose activity change, negative = inhibition, actives largely listed as inhibitors. placental ASM, HMU-PC fluorogenic substrate, 60 min; note: potency is the fitted concentration of half-maximal effect
#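 qHTS format. ASM enzyme prepared from human placenta hydrolyses the fluorogenic substrate HMU-PC0 (9 uM final) over 60 min at 37 °C after a 10 min compound preincubation.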
# TSG101-PTAP inh: blocks PTAP/TSG101 interaction to inhibit HIV-1 budding; Fluorescence polarization, FITC-PTAP peptide / Tsg101 binding; 340,000 tested, under 10 active; Q99816; Potency, µM (highest dose often 115 µM), for the others: top-dose activity change, negative = inhibition, most hits filed as inhibitors; active = well fitted inhibition curve with a large enough effect in the main read-out, with a control signal flat, not every such curve was filed as active; inconclusive = small, poorly fitted or top-dose-only effect, or effect the other way, or a change in a side signal; inactive = no such curve, though single readings can be large or run the other way; note: potency is the fitted concentration of half-maximal effect; % of control where 0% means no effect
#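 Steps: Tsg101 binding domain dispensed (10 uM final), compounds pinned in DMSO, FITC-labeled PTAP-motif peptide added (50 nM final); after 20 min binding at room temperature, polarization measured.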
# B2AR arrestin: agonists driving beta-arrestin recruitment to human beta2-adrenergic receptor; beta-arrestin recruitment to beta2AR, cell-based reporter; Potency, µM (doses to about 46.1 µM), for inactives: at the highest dose activation, usual class: activators; P07550; AID 492947; 0.02% of 330,000 active;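 note: potency is the fitted concentration of half-maximal effect; 0% = DMSO controls and full agonism = EC100 isoproterenol or metaproterenol; nearly all actives have a fitted effect of over 65% in size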
# uPA generation: cell surface uPA generation inhibition; Potency, µM (doses to about 38.3 µM), for the others: at the highest dose activity change, negative = inhibition, hits mostly inhibitors; cell surface uPA generation assay, qHTS; 0.31% of 330,000 active; AID 540303; active = well fitted inhibition curve with a large enough effect; inconclusive = small, poorly fitted or top-dose-only effect; inactive = no such curve, though single readings can be large or run the other way; tested in mouse RAW 264.7 cells; note: potency is the fitted concentration of half-maximal effect; % is set by controls: 0 for no effect and ±100 for the full control effect; nearly all actives have a fitted effect of over 55% in size
# BRCA1 expr up: increases BRCA1 expression; 1.1% of 380,000 active; AID 624202; Potency, µM (doses to about 46.1 µM), without a hit: at the top dose activation, actives largely listed as activators; MCF7-BRCA1-FFLuc reporter, luminescence, 48 h; response scale: scaled: vehicle 0%, 10 µM genistein 100%; note: potency is the fitted concentration of half-maximal effect; nearly all actives have a fitted effect of over 80% in size; some results filed as inactive show a strong effect at the top dose
#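 48 h compound treatment of MCF7-BRCA1-FFLuc cells (phenol-red free MEM, 37 °C), then 15 min with luciferase substrate and luminescence imaging.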
# USP2a inh: USP2a (human) protease inhibition; USP2 core, Ub-CHOP2 coupled fluorogenic reporter, 485/531; Potency, µM (highest dose often 38.3 µM), for inactives: at the top dose activity change, negative = inhibition, most hits filed as inhibitors; 0.01% of 330,000 active; AID 463254;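 note: potency is the fitted concentration of half-maximal effect; plate controls were DMSO wells for no effect and full inhibition by NEM control for full effect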
#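 Deubiquitinase activity read as fluorescence (485/531 nm) after Ub-CHOP2 cleavage activates the enterokinase reporter on its substrate; USP2 core 10nM, Ub-CHOP2 and substrate 25nM each, 30min compound preincubation then 60min RT; data normalized to NEM, curves fitted.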
# ELG1 genotox: genotoxicity induction in ELG1-luciferase HEK293T cells. HEK293T ELG1-luciferase reporter, luminescence, 16 h. Potency, µM (highest dose often 46 µM), for inactives: at the highest dose activity change, positive = activation, actives largely listed as activators. 1.3% of 330,000 active; note: potency is the fitted concentration of half-maximal effect; % of control where 0% means no effect; nearly all actives have a fitted effect of over 60% in size
#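 Reporter readout depends on ELG1 protein level, which increases with genetic stress. After 16 hr compound exposure at 37 °C, luciferase activity was quantified using ONE-Glo.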
# Eya2 phos inh: Eya2 (human) phosphatase inhibition; recombinant Eya2, OMFP fluorescence dephosphorylation (OMFP is methylfluorescein phosphate); AID 488837; 0.006% of 330,000 active; O00167; Potency, µM (doses to about 76.9 µM), inactives show top-dose activity, negative = inhibition, actives largely listed as inhibitors; note: potency is the fitted concentration of half-maximal effect; % is set by controls: 0 for no effect and ±100 for the full control effect
#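 Eya2 protein (added as 0.2 uM solution) was preincubated with compound for 10 min at ambient temperature in 50 mM HEPES pH 7.5, 50 mM NaCl, 5 uM MgCl2, 0.05% BSA, 1 mM DTT. OMFP (added at 50 uM) then reacted 10 min; fluorescence read at 485/525 nm.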
# p53 reactivator: restores transcriptional activity of mutant p53; H1299 p53-A138V BP100-luciferase reporter, luminescence, 24 h; Potency, µM (series often up to 92.2 µM), inactives show top-dose activity change, positive = activation, usual class: activators; 0.063% of 320,000 active; AID 504706; note: potency is the fitted concentration of half-maximal effect; % of control where 0% means no effect; nearly all actives have a fitted effect of over 45% in size
#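 H1299 (p53-null), stable ts p53-A138V + BP100-Luc; 1000 cells/well, Opti-MEM/10% FBS; cpd 4 pt, 1:5; 24 h, 37 deg C, 5% CO2; detection reagent 10 min RT; luminescence.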
# TRPV1 agonist: human TRPV1 agonism | TRPV1-expressing cells, Fluo-8 calcium influx, agonist mode | activation, % at 8.33 µM | 0.19% of 320,000 active | Q8NER1; in the data active = activation above about 80%; inconclusive = between about 30% and that limit; note: 0% is about no effect
# Target sequence (Q8NER1 whole entry, looked up): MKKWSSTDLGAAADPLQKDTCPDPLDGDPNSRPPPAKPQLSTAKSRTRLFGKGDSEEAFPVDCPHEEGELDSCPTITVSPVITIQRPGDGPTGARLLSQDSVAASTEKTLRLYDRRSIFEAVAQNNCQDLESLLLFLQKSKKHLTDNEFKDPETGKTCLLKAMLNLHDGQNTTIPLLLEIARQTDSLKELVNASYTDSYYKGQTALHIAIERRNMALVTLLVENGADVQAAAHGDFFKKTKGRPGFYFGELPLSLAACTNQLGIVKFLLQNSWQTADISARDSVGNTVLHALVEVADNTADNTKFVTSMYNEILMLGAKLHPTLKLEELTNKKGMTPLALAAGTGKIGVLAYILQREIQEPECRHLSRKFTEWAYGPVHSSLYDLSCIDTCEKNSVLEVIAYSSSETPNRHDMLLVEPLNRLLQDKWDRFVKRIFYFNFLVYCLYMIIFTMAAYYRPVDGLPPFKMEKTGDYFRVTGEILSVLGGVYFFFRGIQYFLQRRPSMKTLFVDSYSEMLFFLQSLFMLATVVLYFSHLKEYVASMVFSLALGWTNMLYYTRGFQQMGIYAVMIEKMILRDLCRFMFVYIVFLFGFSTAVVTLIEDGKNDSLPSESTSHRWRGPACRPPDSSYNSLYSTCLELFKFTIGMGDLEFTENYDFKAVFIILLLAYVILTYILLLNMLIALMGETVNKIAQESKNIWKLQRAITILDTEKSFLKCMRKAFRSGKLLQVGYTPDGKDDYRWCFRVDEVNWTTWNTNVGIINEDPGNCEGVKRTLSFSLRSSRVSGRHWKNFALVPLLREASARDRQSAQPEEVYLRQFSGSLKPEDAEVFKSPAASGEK
#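 TRPV1-expressing cells were cultured overnight at 35.5C and loaded with Fluo-8 calcium dye for 40 to 90 min at room temperature. After a 10 s baseline, compound was added and calcium influx was read kinetically for 3 min (ex 480/em 520 nm).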
# Integrin act MD: activators of alpha7 integrin expression for muscular dystrophy; alpha7betagal myoblasts, beta-gal FDG fluorescence, 48 h; Potency, µM (top dose mostly 38.3 µM), for inactives: at the highest dose activation, actives largely listed as activators; 0.064% of 350,000 active; AID 624291;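 note: potency is the fitted concentration of half-maximal effect; 100% = response of the positive control SU9516; nearly all actives have a fitted effect of over 60% in size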
#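 alpha7betagal+/- myoblasts (passage 13, 250/well) treated 48 h at 37C with compounds at 1:260 dilution of DMSO stock. Lysed, then beta-galactosidase activity read as FDG fluorescence (ex 480/em 540) after 30 min, with pre-read for autofluorescence.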
# * hit, by the source's call; ? = inconclusive; . = no result given; & = joins results of further samples; [ ] = dose if it differs, or a comment. Unless noted, calls come from the whole dose curve; as a rule, active = well fitted curve in the direction sought with a large enough effect; inconclusive = small, poorly fitted or top-dose-only effect, or another doubt; inactive = no such curve, though single readings can be large; an effect the other way counts as inactive or inconclusive.
SMILES,S-ASM inh,TSG101-PTAP inh,B2AR arrestin,uPA generation,BRCA1 expr up,USP2a inh,ELG1 genotox,Eya2 phos inh,p53 reactivator,TRPV1 agonist,Integrin act MD
CC(c1nc2ccccc2c(=O)[nH]1)N(C)c1ccc2ccccc2c1 (centres undefined),-3%,0%,-0.8%,-2%,-28%,0%,4%,6%,3%,-4,-20%
CCN(c1ccc(OC)cc1)S(=O)(=O)c1nnc(NC(=O)CC(C)C)s1,7%,-3%,-0.7%,-10%,-15%,2%,-2%,4%,-3%,0,?
Cc1ccc(OCCCC(=O)N(C)CC(=O)Nc2ccccc2Br)cc1,-1%,-2%,-0.3%,2%,13%,0%,4%,-26%,2%,15,-6%
CCCS(=O)(=O)N1CCCC(C(=O)NCCCN(C)c2ccccc2)C1 (centres undefined),2%,-4%,-0.3%,-2%,-15%,1%,-1%,2%,-7%,?,-7%
C=CCN(c1ccc(C(=O)N2CCN(c3ccc(F)cc3)CC2)cc1)S(C)(=O)=O,3%,-1%,0.1%,0%,-1%,0%,-8%,12%,-6%,0,-22%
C/C(=N\NC(=O)c1ccc(-n2cnnn2)cc1)c1ccc(Cl)cc1,-3%,-2%,-0.1%,-2%,-4%,-5%,10%,-8%,-4%,?,-7%
CCN(CC(=O)Nc1c(F)cccc1F)C(=O)/C=C/c1ccc(C)cc1,-4%,1%,-0.1%,-6%,-10%,-3%,?,0%,?,11,-27%
Cn1c(O)c(N=NC(=O)c2cc(-c3cccs3)nc3ccccc23)c2ccccc21,-16%,-3%,-0.5%,-1%,-46%,3%,-9%,4%,12%,1,-32%
CNc1ccc(S(=O)(=O)NCC(=O)NCCCc2ccccc2)cc1[N+](=O)[O-],-6%,-6%,-1.0%,10%,-9%,1%,-3%,-13%,-15%,24,-25%
COc1ccc(/C=C/C(=O)OCC(=O)Nc2ccc(S(N)(=O)=O)cc2)cc1OC,11%,1%,0.0%,9%,-7%,-1%,3%,2%,1%,-2,-12%
O=C(N/N=C/c1ccc(OC(F)F)cc1OC(F)F)c1ccc(Br)cc1,-1%,-7%,-3.9%,6%,7%,1%,-6%,0%,-3%,-4,2%
Cc1ccc(NC2OC(CO)C(O)C2O)cc1[N+](=O)[O-] (centres undefined),1%,-1%,-0.4%,2%,1%,2%,-4%,-6%,6%,3,3%
COC(=O)[C@@]12CCCCN1[C@H](c1ccc(-c3cc(C(C)=O)cs3)c(OC)c1)[C@H]1C(=O)N(C)C(=O)[C@H]12,.,-4%,-1.1%,6%,-22%,0%,-1%,3%,-8%,1,3%
CCN1CCC(NC(=O)c2cc(OC)c(OC)cc2OC)CC1,3%,0%,0.1%,.,2%,2%,2%,10%,-4%,-2,12%
O=C(NNC(=S)Nc1ccc(Cl)cc1Cl)C1CC1,6%,-1%,-0.4%,-4%,17%,5%,9%,2%,12%,0,-1%
COc1ccc(S(=O)(=O)N2CCOCC2)cc1NC(=O)c1cc2ccccc2o1,-5%,0%,-0.2%,-7%,-31%,-4%,-6%,?,-11%,1,14%
C/C(=N\NC(=O)C1CC1c1ccccc1)c1ccc(C)s1 (centres undefined),-1%,4%,0.4%,2%,0%,0%,-1%,-13%,-9%,30,-2%
O=C(c1ccc(-c2ccccc2Cl)s1)N1CCOCC1,-3%,0%,.,-5%,?,.,.,.,.,.,18%
COc1cc(C(=O)NCCOc2cc(C)cc(C)c2)c(Br)c(OC)c1OC,2%,-2%,0.3%,-14%,-55%,-7%,1%,-5%,5%,-1,9%
CSc1cccc(NC(=O)Cn2cnc(S(=O)(=O)N3CCCC3)c2)c1,-9%,-1%,0.3%,8%,-2%&8%,-6%,2%,3%,2%,-2,19%
Cc1cc(C)c(S(=O)(=O)Nc2nnc(C)s2)c(C)c1,1%,-5%,-0.7%,4%,-3%,-5%,0%,-20%,-8%,1,0%
Cc1ccc(S(=O)(=O)N2CCN(CC(=O)N/N=C\c3ccncc3)CC2)cc1,-1%,-1%,-1.3%,-2%,26%,1%,0%,10%,-4%,0,?
CCOC(=O)N1CCN(C(=O)C2CCC(=O)N(CCCc3ccccc3)C2)CC1 (centres undefined),2%,.,-0.3%,4%,2%,0%,0%,6%,-6%,-1,8%
Cc1cccc(-c2nnc3n2N=C(c2ccccc2Br)CS3)c1,-22%,-1%,0.3%,-6%,-53%,-6%,1%,3%,-14%,-4,14%
Clc1ccc(-n2c(SC/C=C/c3ccccc3)nnc2-c2cccnc2)cc1,-8%,-4%,0.3%,.,-42%,-6%,-23%,-1%,-5%,3,-14%[7.66 µM]
CCOC(=O)c1cn(CC)c2ccc(Br)cc2c1=O,0%,-7%,0.4%,.,1%,-2%,-3%,-3%,-4%,-1,6%
O=C(Cc1coc2ccc3ccccc3c12)N1CCCC1,2%,-2%,-0.6%,1%,-1%,-1%,0%,5%,-9%,11,6%
COC(=O)c1ccc2c(c1)C(NC(C)=O)CCc1cc(OC)c(OC)c(OC)c1-2 (centres undefined),-2%,-6%,.,-16%,?,.,.,.,.,.,25%
N#C/C(=C(/O)COc1cccc2ccccc12)c1nc2ccccc2[nH]1,2%,-5%,0.2%,3%,-38%,1%,6%,-14%,2%,?,-7%
CN(C)c1cc[n+](/C(C(=S)Nc2ccc(SC(F)F)cc2)=C(/[O-])c2ccccc2)cc1,3%,-6%,-0.1%,0%,-31%,1%,5%,-10%,9%,-1,?
CCC(=O)Nc1nnc(S(=O)(=O)N2CCCC2)s1,5%,-1%,-0.8%,2%,5%,-1%,1%,2%,10%,1,27%
CCc1ccc(NC(=O)CC2C(=O)NCCN2C(=O)c2ccc(F)cc2)cc1 (centres undefined),6%,-1%,0.1%,-5%,-2%&0%,-3%,2%,-12%,-15%,-7,-14%
CC(=O)c1cccc(NC(=O)N2CCC(c3ccc(C)cc3)C2)c1 (centres undefined),-1%,-8%,-1.0%,-9%,29%,-1%,3%,-15%,1%,?,-2%
CC(C)CNc1nc(Oc2ccc(=O)[nH]n2)nc(N(C)C)n1,-2%,-2%,-0.2%,.,1%,4%,6%,-11%,-1%,1,-35%[inhibitor]
O=C(O)COCC(=O)N1CCCN(c2ccc(C(F)(F)F)cn2)CC1,-1%,6%,0.2%,2%,0%,1%,0%,-10%,7%,-4,-1%
COc1cc(NC(=O)CN(C)C2CCCCC2)c(C)cc1[N+](=O)[O-],-5%,-1%,-0.1%,1%,-7%,4%,0%,-3%,1%,6,4%
CCOC(=O)N1CCN(C(=O)CN(Cc2ccc(Cl)cc2)S(=O)(=O)c2ccccc2)CC1,-1%,-1%,-0.1%,0%,-30%,2%,-5%,-6%,-15%,6,-11%
COc1ccc(C2CC(c3ccc(F)cc3)Nc3nc(N)nn32)cc1 (centres undefined),1%,-2%,-0.3%,-2%,10%,3%,3%,0%,1%,2,8%
COCC(C)NC(=O)C1c2ccccc2Oc2ccccc21 (centres undefined),0%,-12%,0.3%,?,-4%,-2%,-5%,-2%,-4%,-1,5%
Cn1cc(C2NC(=O)c3ccccc3N2)c2ccccc21 (centres undefined),34%[activator],0%,.,-15%,-52%,.,.,.,.,.,-20%
Cc1oc(C(C)(C)C)cc1C(=O)N1CCCC1C(=O)O (centres undefined),6%,-1%,-0.6%,2%,-1%,-2%,1%,1%,6%,0,19%
O=C(NCCn1ccc2ccccc21)c1ccc(S(=O)(=O)N2CCOCC2)cc1,1%,0%,-1.4%,1%,0%,0%,-4%,-6%,-3%,27,8%
O=C(Cn1cc2c(n1)CCCCC2)N1CCc2ccccc21,-3%,0%,0.1%,-2%,60%,1%,14%,7%,4%,5,8%
NC(=O)c1nsc(C(=O)N(c2cccc(O)c2)C(C(=O)NC2CCCC2)c2ccc(Cl)cc2)c1N (centres undefined),170%[activator],0%,-0.2%,.,-25%,2%,-11%,1%,-3%,-1,-26%
Cc1cccc(NC(=O)C2CCN(C(=O)[C@@H]3Cc4ccccc4CN3)CC2)c1,8%,-4%,0.8%,-3%,60%,-1%,-1%,11%,?,-2,5%
Cc1cccc(NS(=O)(=O)c2cccc(C(=O)NCC(c3ccco3)N3CCCCC3)c2)c1 (centres undefined),0%,-2%,0.4%,0%,-25%,-5%,-6%,-3%,-4%,11,-8%

# No new results follow: 2 of the compounds above.
SMILES,S-ASM inh,TSG101-PTAP inh,B2AR arrestin,uPA generation,BRCA1 expr up,USP2a inh,ELG1 genotox,Eya2 phos inh,p53 reactivator,TRPV1 agonist,Integrin act MD
Cc1cccc(NC(=O)C2CCN(C(=O)[C@@H]3Cc4ccccc4CN3)CC2)c1,8%,-4%,0.8%,-3%,60%,-1%,-1%,11%,?,-2,5%
Cc1cccc(NS(=O)(=O)c2cccc(C(=O)NCC(c3ccco3)N3CCCCC3)c2)c1 (centres undefined),0%,-2%,0.4%,0%,-25%,-5%,-6%,-3%,-4%,11,-8%

# Screening data from PubChem.
